Screening results from PubChem.
VLA-4 inh: inhibition in human VLA-4 binding assay, primary screen, VLA-4 allosteric modulator project, MLPCN library, flow cytometry, VLA-4 expressing cells; inhibition, % (about 7 µM as worked out from the volumes in the protocol); ligand binding flow cytometry; AID 2557, 2010; Integrin alpha-4 (Homo sapiens), P13612; 330,000 tested, 0.2% active; in the data active = inhibition above about 50%
Target sequence (P13612 whole entry, looked up): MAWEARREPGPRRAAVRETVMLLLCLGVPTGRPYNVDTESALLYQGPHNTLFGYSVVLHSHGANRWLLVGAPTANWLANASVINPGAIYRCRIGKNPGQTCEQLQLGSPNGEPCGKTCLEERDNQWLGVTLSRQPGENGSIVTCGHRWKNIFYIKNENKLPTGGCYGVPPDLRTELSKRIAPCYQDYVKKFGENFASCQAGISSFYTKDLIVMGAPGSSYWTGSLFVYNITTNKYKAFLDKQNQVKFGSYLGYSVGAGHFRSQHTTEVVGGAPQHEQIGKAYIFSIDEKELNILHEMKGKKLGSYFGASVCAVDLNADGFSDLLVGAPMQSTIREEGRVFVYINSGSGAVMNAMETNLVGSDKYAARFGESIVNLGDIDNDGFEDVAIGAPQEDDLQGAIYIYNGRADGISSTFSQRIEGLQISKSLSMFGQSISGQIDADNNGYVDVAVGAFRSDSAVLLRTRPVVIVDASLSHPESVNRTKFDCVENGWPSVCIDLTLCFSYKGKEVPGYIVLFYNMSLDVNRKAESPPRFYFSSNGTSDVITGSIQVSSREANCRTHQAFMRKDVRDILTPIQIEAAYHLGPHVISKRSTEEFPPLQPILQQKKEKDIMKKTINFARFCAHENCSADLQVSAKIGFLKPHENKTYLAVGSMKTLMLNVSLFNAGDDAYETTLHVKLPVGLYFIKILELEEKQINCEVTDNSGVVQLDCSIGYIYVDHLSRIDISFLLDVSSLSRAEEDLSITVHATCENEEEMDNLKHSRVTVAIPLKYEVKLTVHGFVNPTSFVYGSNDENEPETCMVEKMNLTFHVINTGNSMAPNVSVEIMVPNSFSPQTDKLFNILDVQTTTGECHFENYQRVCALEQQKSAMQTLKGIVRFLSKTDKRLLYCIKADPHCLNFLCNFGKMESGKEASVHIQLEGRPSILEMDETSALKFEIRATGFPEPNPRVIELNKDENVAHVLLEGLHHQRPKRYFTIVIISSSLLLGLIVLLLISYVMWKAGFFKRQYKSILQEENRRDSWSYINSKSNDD
AGP1 TOR yeast: modulators of AGP1-GFP expression in yeast TOR pathway, primary screen, cell-based, multiplex flow cytometry, S. cerevisiae, MLPCN library; 3 h; GFP as percent of DMSO wells; 320,000 tested, 0.02% active; GFP response vs DMSO, % at 10 µM; AID 2066, 2009;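 active = GFP response relative to DMSO above a set limit, near screen average plus 3 SD, cut at about 150% in these data; inconclusive = fewer than 70 cells counted for the yeast strain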;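 note: median GFP channel fluorescence of the gated AGP1 strain per well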
CIT2-GFP yeast: modulators of CIT2-GFP expression in yeast, primary screen, S. cerevisiae, GFP fusion, multiplex flow cytometry, MLPCN library; S. cerevisiae CIT2-GFP strain, 3 h; 100 means same as DMSO wells; 320,000 tested, 0.065% active; GFP response vs DMSO, % at 10 µM;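 active = GFP response relative to DMSO above a set limit, near the screen mean plus 3 SD, cut at about 150% in these data; inconclusive = Fewer than 70 cells measured for a yeast strain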;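 note: ratio of well median GFP fluorescence to mean of DMSO wells on the plate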
LAP4 TOR yeast: modulators of LAP4-GFP expression in yeast, primary screen, S. cerevisiae, multiplex flow cytometry, MLPCN library | 3 h; median GFP as percent of DMSO wells | GFP response vs DMSO, % at 10 µM | 320,000 tested, 0.34% active;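 active = GFP response vs DMSO above a set limit, about the screen mean plus 3 SD, cut at about 150% in these data; inconclusive = under 70 cell events counted for the yeast strain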
CR mimetic SO: reduction of superoxide in aged yeast, primary screen, HTS; S. cerevisiae aged cells, superoxide DHE fluorescence; stronger effect = lower value; superoxide response (% of plate mean), % at 10 µM; 330,000 tested, 0.18% active; AID 2690, 2010;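 active = superoxide response under a set limit, about three screen SD below normal, cut at about 65% in these data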;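 note: yeast aged for seven days with compound at 30 °C before DHE staining; 100% = average MFI of all compound-treated wells on the plate with controls excluded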
RPL19A-GFP yeast: RPL19A-GFP expression modulators in yeast, primary screen, cell-based, S. cerevisiae, multiplex flow cytometry, MLPCN. 330,000 tested, 0.3% active. percent response vs DMSO, % at 10 µM. S. cerevisiae RPL19A-GFP strain, 3 h; stronger effect = lower value;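 active = percent response vs DMSO below 50%; inconclusive = fewer than 70 events counted for the yeast strain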;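 note: median channel GFP fluorescence of the barcoded RPL19A-GFP strain; ratio of sample median GFP to plate DMSO average so 100% = DMSO; lower means less RPL19A-GFP as with rapamycin TOR inhibition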
MEP2-GFP yeast: modulators of MEP2-GFP levels in yeast, primary screen, S. cerevisiae, multiplex flow cytometry, MLPCN library; S. cerevisiae MEP2-GFP strain, 3 h; 100% = DMSO control level; GFP response vs DMSO, % at 10 µM; 330,000 tested, 0.51% active; AID 2016, 2009;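 active = GFP response versus DMSO above a set limit, roughly screen mean plus 3 SD, cut at about 180% in these data; inconclusive = fewer than 70 cells counted for a yeast strain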;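 note: median GFP fluorescence of the barcode-gated MEP2-GFP cells per well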
GRK2 inh: compounds blocking aptamer binding on GRK2 – biochemical, human GRK2, bead flow cytometry, HTS, primary screen; Beta-adrenergic receptor kinase 1 (Homo sapiens), P25098; FAM-aptamer displacement from GRK2; inhibition of aptamer binding, % at 10 µM; 330,000 tested, 0.59% active;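 active = inhibition of aptamer binding above 40%, roughly 3 SD of noise, on plates passing a quality check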;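 note: median bead fluorescence of bound FAM aptamer so fluorescent compounds give negative values; no value below 0 was filed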
Active calls of the source: *; ? = inconclusive; · = no result given; [ ] = another dose, or the depositor's remark.

Results follow in this order: VLA-4 inh | AGP1 TOR yeast | CIT2-GFP yeast | LAP4 TOR yeast | CR mimetic SO | RPL19A-GFP yeast | MEP2-GFP yeast | GRK2 inh
CCOc1ccc(C(CC(=O)O)NC(=O)C(c2ccccc2)c2ccccc2)cc1OC (stereo unspecified)
 : -2 | 93 | 88 | 93 | 100 | 93 | 93 | 0
CC(OC(=O)/C(C#N)=C/c1ccc(N(C)C)cc1)C(=O)N(C)Cc1ccccc1 (stereo unspecified)
 : -17 | 96 | 91 | 94 | 108 | 95 | 90 | 1
COc1ccccc1-c1cc(C(=O)NCc2ccc(F)cc2)no1
 : -6 | ? | ? | ? | 134 | ? | ? | 2
CCOP(=O)(c1ccccc1)c1nc(-c2ccccc2Cl)oc1N1CCCCC1 (stereo unspecified)
 : 8 | 95 | 90 | 99 | 91 | 96 | 111 | 0
CC1=C(C(=O)Nc2ccccc2)C(c2ccncc2)C(C#N)=C(SCC(=O)NC2CC2)N1 (stereo unspecified)
 : -3 | 103 | 111 | 105 | 99 | 99 | 108 | 0
c1ccc(CCNc2cnccn2)cc1
 : -14 | ? | ? | 70[may fluoresce violet] | 72 | 65[may fluoresce violet] | 190*[may fluoresce violet] | 0
O=C(COC(=O)c1ccc[n+]([O-])c1)Nc1ccc(Cl)cc1[N+](=O)[O-]
 : 3 | 108 | 94 | 109 | 142 | 100 | 104 | 2
Cc1ccc(CNC(=O)CCC2CCCN(C(=O)CCC(F)(F)F)C2)o1 (stereo unspecified)
 : 7 | 100 | 93 | 97 | 91 | 98 | 91 | 2
CC(C)[C@@H](C(=O)N1CCCC1)N1C(=O)N2CCc3c([nH]c4ccccc34)[C@@]2(C)C1=O
 : 0 | 104 | 94 | 106 | 100 | 96 | 107 | 2
COCCNc1c(-c2ccc(OC)cc2)nc2ccc(Cl)cn12
 : 8 | 100 | 107 | 105 | 106 | 103 | 112 | 2
CCN1CCN(c2c(Cl)cccc2NC(=O)c2ccc([N+](=O)[O-])o2)CC1
 : -1 | 121 | 108 | 108 | 96 | 110 | 101 | 0
Cc1nnc(SCCn2c(Br)nc3c2c(=O)n(C)c(=O)n3C)s1
 : 4 | 97 | 99 | 104 | 101 | 90 | 96 | 0
COc1cc(/C=C2\SC(=S)N(CCC(=O)Nc3cccc(O)c3)C2=O)cc(OC)c1OC
 : 17 | 92 | 99 | 83 | 88 | 97 | 101 | 3
O=c1sc2ccccc2c(N2CCCCC2)c1[N+](=O)[O-]
 : 19 | 104 | 100 | 105 | 106 | 94 | 98 | 0
Cc1ccc(-c2nc(CN(C)Cc3cccc4cnccc34)c(C)o2)s1
 : -1 | 109 | 109 | 93 | 105 | 118 | 107 | 4
CCCC(=O)Nc1ccc(C(=O)Nc2nnc(COCC)s2)cc1
 : -15 | 98 | 102 | 101 | 99 | 97 | 111 | 2
CN(CCc1ccccn1)C(=O)c1ccc(OC2CCN(Cc3ccccn3)CC2)cc1
 : 0 | 82 | 80 | 84 | 114 | 103 | 99 | 0
COc1ccc(C(=O)O)cc1N1C(=O)Nc2ccccc2N1O
 : 22 | 91 | 93 | 86 | 82 | 94 | 92 | 78*
Cc1ccc([N+](=O)[O-])cc1NC(=O)CN(C(=O)c1ccc(Cl)cc1)C1CCCCC1
 : 9 | 91 | 93 | 99 | 104 | 93 | 94 | 1
Cc1ccc(Nc2cc(C)nn2-c2nc(C)cc(=O)[nH]2)cc1
 : -16 | 79 | 96 | 152* | 74 | 69 | 122 | 3
CCOC(=O)c1ccc(P(=O)(c2ccccc2)c2ccccc2)cc1
 : 13 | 101 | 102 | 95 | 88 | 101 | 107 | 6
O=C(CCC(=O)NNC(=O)Nc1cccc(Cl)c1)NCc1ccccc1
 : 6 | 100 | 101 | 102 | 96 | 95 | 93 | 1
Cc1ccc(N)c(C(=O)CCCCC(=O)O)c1
 : 2 | 101 | · | 90 | 108 | 100 | 99 | 16
O=C(O)CCNC(=O)CCCn1nnc2ccccc2c1=O
 : -1 | 104 | 91 | 105 | 103 | 97 | 99 | 0
CC1(c2ccccc2Cl)NC(=O)N(CC(=O)c2ccc3c(c2)OCO3)C1=O (stereo unspecified)
 : -1 | 90 | 87 | 97 | 101 | 89 | 93 | 1
COc1ccc2c(CSc3nc4nc(C)cc(C)n4n3)cc(=O)oc2c1
 : -3 | 95 | 88 | 96 | 93 | 97 | 95 | 1
NC(=O)COC(=O)c1cc(S(=O)(=O)N2CCOCC2)ccc1N1CCCCC1
 : -3 | 98 | 99 | 98 | 94 | 97 | 94 | 1
CC(NC(=O)C1c2ccccc2Oc2ccccc21)C1CCCO1 (stereo unspecified)
 : -5 | 98 | 107 | 98 | 121 | 104 | 99 | 1
CC(C)(C)NC(=O)CC(c1ccccc1)c1ccccc1O (stereo unspecified)
 : 45 | 97 | 96 | 98 | 95 | 100 | 104 | 3
CCCN(CCC)C1CC(=O)N(Cc2ccccc2)C1=O (stereo unspecified)
 : 7 | 102 | 105 | 103 | 99 | 98 | 103 | 0

Complete entries from above. Order of values: VLA-4 inh | AGP1 TOR yeast | CIT2-GFP yeast | LAP4 TOR yeast | CR mimetic SO | RPL19A-GFP yeast | MEP2-GFP yeast | GRK2 inh
c1ccc(CCNc2cnccn2)cc1 is entered as -14 | ? | ? | 70[may fluoresce violet] | 72 | 65[may fluoresce violet] | 190*[may fluoresce violet] | 0
O=C(CCC(=O)NNC(=O)Nc1cccc(Cl)c1)NCc1ccccc1 is entered as 6 | 100 | 101 | 102 | 96 | 95 | 93 | 1
CCCN(CCC)C1CC(=O)N(Cc2ccccc2)C1=O (stereo unspecified) is entered as 7 | 102 | 105 | 103 | 99 | 98 | 103 | 0

New compounds follow:
Results follow in this order: VLA-4 inh | AGP1 TOR yeast | CIT2-GFP yeast | LAP4 TOR yeast | CR mimetic SO | RPL19A-GFP yeast | MEP2-GFP yeast | GRK2 inh
CCCCn1c(N)c(N(CCOC)C(=O)c2ccc3c(c2)C(=O)N(c2cc(C)ccc2C)C3=O)c(=O)[nH]c1=O
 : -2 | 102 | 106 | 94 | 101 | 102 | 102 | 3
CC1CCCCC12NC(=O)N(CC(=O)OCC(=O)c1ccc(OC(F)F)cc1OC(F)F)C2=O (stereo unspecified)
 : -10 | ? | ? | ? | 114 | ? | ? | 0
O=C(O)C1CC=CCC1C(=O)N1CCCC1 (stereo unspecified)
 : -3 | · | 115 | 108 | 106 | 107 | 107 | 3
Cc1cc(NC(=O)CSc2ccc3nnc(-c4ccccn4)n3n2)no1
 : -10 | 105 | 97 | 105 | 108 | 104 | 111 | 3
COCCN1CC(C(=O)N2CCC(Oc3ccccc3OC)CC2)CCC1=O (stereo unspecified)
 : -2 | 102 | 112 | 98 | 93 | 100 | 101 | 0
COc1ccc2nc(-n3c(O)c(C4=c5ccccc5=NC4=O)[nH]c3=S)sc2c1
 : 27 | 93 | 95 | 90 | 107 | 96 | 102 | 0
COc1ccc(-c2ccc3c(c2)S(=O)(=O)c2cccc(C(=O)N4CCN(c5c(Cl)cncc5Cl)CC4)c2C3=O)cc1OC
 : -11 | 103 | 102 | 122 | 105 | 101 | 103 | 3
CC(=O)Nc1ccc2c(c1)nc1n2CCN(C(C)c2ccccc2)C1 (stereo unspecified)
 : 11 | 107 | 105 | 107 | 93 | 97 | 97 | 2
Cc1nn(-c2ccccc2)c(Cl)c1C(=O)NC1CCCCC1
 : 6 | 88 | 81 | 94 | 100 | 85 | 90 | 1
O=C(CSc1ncnc2ccccc12)Nc1cccc(S(=O)(=O)N2CCCC2)c1
 : 1 | 93 | 84 | 96 | 101 | 90 | 91 | 3
CC(C)(C)C1CCc2onc(C(=O)Nc3cnn(Cc4ccc(F)cc4)c3)c2C1 (stereo unspecified)
 : 9 | 112 | 110 | 107 | 116 | 102 | 114 | 1
CC(=O)N1CCC2(CC1)C(C#N)=C(N)Oc1n[nH]c(C(F)(F)F)c12
 : 7 | 108 | 112 | 104 | 109 | 106 | 101 | 1
O=S(=O)(NC1CCCCCCC1)c1ccccc1F
 : 7 | 99 | 94 | 104 | 100 | 102 | 101 | 1
O=C(O)CN1C(=O)/C(=C2\SC(=S)N(C(Cc3ccccc3)C(=O)O)C2=O)c2ccccc21 (stereo unspecified)
 : 4 | 98 | 104 | 87 | 102 | 100 | 103 | 2
O=C(COc1ccccc1Cl)Nc1nnc(S(=O)(=O)N2CCCCCC2)s1
 : 13 | 100 | 100 | 106 | 90 | 97 | 97 | 0
CN1CCN(c2nc(-c3cccs3)nc3ccccc23)CC1
 : 5 | 96 | 96 | 91 | 107 | 102 | 98 | 3
O=C(c1ccco1)N1C2C=CC(C2)C1(C(F)(F)F)C(F)(F)F (stereo unspecified)
 : 1 | 92 | 90 | 98 | 89 | 92 | 98 | 11
COc1ccc(Cc2noc(CN(C)CCc3ccccc3)n2)cc1OC
 : 4 | 97 | 98 | 92 | 93 | 99 | 91 | 2
CCOC(=O)Cn1c2ccc(F)cc2c2nc(C)sc21
 : 28 | 97 | 94 | 105 | 95 | 100 | 104 | 0
CCCC(c1nnnn1Cc1ccc(F)cc1)N1CCN(C)CC1 (stereo unspecified)
 : 15 | 100 | 95 | 103 | 97 | 92 | 99 | 0
CCC1CCCCN1C(=O)CCCOc1ccccc1 (stereo unspecified)
 : 10 | 98 | 94 | 96 | 91 | 96 | 98 | 1
COc1ccc(C(=O)COC(=O)c2ccccn2)c(OC)c1
 : 13 | 98 | 107 | 99 | 89 | 95 | 102 | 1
c1ccc(SCc2nc3ccccc3s2)nc1
 : -6 | 90 | 90 | 117 | 115 | 97 | 108 | 3
CCc1cc(-c2n[nH]c(=S)n2N)n(C)n1
 : 10 | 98 | 98 | 104 | 102 | 95 | 99 | 0
CN(Cc1ccccc1F)C(=O)c1ccc(Oc2ccccc2)cc1
 : 13 | 101 | 94 | 105 | 83 | 101 | 101 | 1
Cc1cc(OCCCn2cnc3ccccc3c2=O)ccc1[N+](=O)[O-]
 : 12 | 98 | 87 | 98 | 118 | 99 | 103 | 0
O=Cc1c[nH]c2ccc(OCc3ccccc3)cc12
 : 19 | 101 | 106 | 106 | 88 | 102 | 102 | 0
CC(=O)Nc1ccccc1C(=O)C(=O)Nc1ccc(F)cc1
 : -1 | 100 | 100 | 98 | 101 | 105 | 104 | 0
CC(C)CCNC(=O)CCCOc1cc(=O)n(C)c2ccccc12
 : 20 | 96 | 96 | 96 | 92 | 93 | 97 | 4
CCCCCc1cc(=O)oc2c(C(CCN3CCCCC3)c3ccc4c(c3)OCO4)c(OC)cc(OC)c12 (stereo unspecified)
 : 3 | 96 | 91 | 97 | 92 | 107 | 91 | 0
CCOc1ccc(C(=O)C(C)OC(=O)C2CCN(c3ccc(C(F)(F)F)cn3)CC2)cc1 (stereo unspecified)
 : 0 | 106 | 96 | 102 | 103 | 103 | 100 | 0
COc1cc(/C=N/NC(=O)CCC(=O)Nc2ccc(Br)cc2)ccc1O
 : 9 | 99 | 109 | 74 | 96 | 106 | 108 | 3
CC1CCCCC12NC(=O)N(CC(=O)Nc1ccc3[nH]c(=O)[nH]c3c1)C2=O (stereo unspecified)
 : 0 | 104 | 102 | 101 | 105 | 96 | 100 | 7
